mIAP block – inhibitors of mouse IAP, primary screen, biochemical, luminescence, uHTS; intestinal alkaline phosphatase [Mus musculus]; purified mouse IAP, CDP-Star luminescence, 30 min; inhibition, % at 10 µM; 330,000 tested, 0.2% active;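 active = inhibition of at least 40% at 10 µM in the primary screen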;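 also: plate controls were DMSO with enzyme for no effect and no enzyme wells for full effect; values of inactives mirror those of a sister screen read the other way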
tim10-1 inh – growth inhibitors of tim10-1 mutant yeast, primary screen, luminescence, uHTS | AID 463190, 2010 | inhibition, % at 20 µM | S. cerevisiae tim10-1 ts strain growth, BacTiter-Glo, 24 h | 330,000 tested, 2.2% active;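 active = inhibition of at least 40%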;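 also: mutant grown at 25 °C; 0% = DMSO wells with yeast and 100% = wells holding no yeast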
hIAP inh – human IAP inhibitors, primary screen, biochemical, luminescence, uHTS; Intestinal-type alkaline phosphatase (Homo sapiens), P09923; purified IAP, CDP-Star luminescence, 30 min; inhibition, % at 10 µM; 330,000 tested, 0.12% active;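 active = inhibition reaching a set limit with compound at 10 µM in the primary screen, cut at about 35% in these data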;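 also: plate controls were DMSO wells with enzyme for no effect and no-enzyme buffer wells for full effect; values of inactives mirror those of a sister screen read the other way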
Target sequence (P09923 whole entry, looked up): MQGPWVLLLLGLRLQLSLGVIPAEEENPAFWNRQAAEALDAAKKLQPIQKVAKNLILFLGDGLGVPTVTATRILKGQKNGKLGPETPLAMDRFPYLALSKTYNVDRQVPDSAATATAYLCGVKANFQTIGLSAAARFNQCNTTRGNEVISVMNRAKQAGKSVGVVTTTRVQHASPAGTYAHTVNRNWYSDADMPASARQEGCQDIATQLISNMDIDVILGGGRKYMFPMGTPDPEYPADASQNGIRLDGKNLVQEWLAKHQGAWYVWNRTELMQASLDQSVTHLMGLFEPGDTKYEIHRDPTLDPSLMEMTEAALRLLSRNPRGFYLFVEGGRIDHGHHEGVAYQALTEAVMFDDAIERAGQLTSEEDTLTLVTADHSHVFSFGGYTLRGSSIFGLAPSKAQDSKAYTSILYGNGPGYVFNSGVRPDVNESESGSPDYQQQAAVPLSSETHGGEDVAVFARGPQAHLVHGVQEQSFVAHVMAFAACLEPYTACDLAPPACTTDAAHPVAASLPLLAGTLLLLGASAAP
NALP3 yeast inh – NALP3 inflammasome inhibitors in reconstituted yeast, primary screen, luminescence, uHTS. Yeast reconstituted NLRP3/ASC/caspase-1, beta-gal luminescence, 24 h. inhibition, % at 10 µM. 330,000 tested, 0.39% active;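 active = inhibition of 50% or more; inactive = inhibition below 50%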;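 also: plate controls were induced DMSO wells for no effect and uninduced yeast grown without galactose for full effect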
mIAP act – activators of mouse IAP, primary screen, biochemical, luminescence, uHTS | AID 2805, 2010 | activation factor at 10 µM | muIAP, CDP-Star luminescence, 30 min; stronger effect = higher value; 1 = vehicle-only enzyme signal, 0 = enzyme-free wells | 330,000 tested, 0.24% active;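 active = activation factor of at least 2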; also: the source names both 10 and 20 µM as test concentration; values of inactives mirror those of a sister screen read the other way
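Assay system: mouse IAP enzyme; reagent: chemiluminescent substrate CDP-Star; dosing: test compounds delivered from DMSO solution; schedule: 30 min at room temperature; measured by: luminescence from enzymatic CDP-Star hydrolysis; controls: DMSO-only wells and no-enzyme negative control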
A3A deaminase – APOBEC3A ssDNA deaminase inhibitors, primary screen, selectivity assay for APOBEC3G inhibitor project, biochemical, FAM/TAMRA oligo cleavage fluorescence. DNA dC->dU-editing enzyme APOBEC-3A (Homo sapiens), P31941. recombinant A3A, FAM/TAMRA ssDNA deamination fluorescence. inhibition, % at 20 µM. 330,000 tested, 0.41% active. AID 493011, 2011;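 active = at least 40% inhibition at 20 µM here, with at most 30% in a related deaminase screen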;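 also: plate controls were A3A with DMSO for no effect and wells lacking A3A enzyme for full effect; some results filed as inactive read as strong as hits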
APOBEC3G inh – APOBEC3G DNA deaminase inhibitors, primary screen, biochemical, fluorescence, single-stranded DNA substrate, uHTS; DNA dC->dU-editing enzyme APOBEC-3G (Homo sapiens), Q9HC16; recombinant A3G, ssDNA deamination FAM/TAMRA fluorescence; inhibition, % at 20 µM; 330,000 tested, 0.28% active; AID 493012, 2011;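 active = inhibition of at least 40% at 20 µM, with no more than 30% in the related APOBEC3A deaminase screen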;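 also: plate controls were DMSO wells with A3G for no effect and wells lacking A3G enzyme for full effect; some compounds called inactive have numbers as strong as hits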
Target sequence (Q9HC16 whole entry, looked up): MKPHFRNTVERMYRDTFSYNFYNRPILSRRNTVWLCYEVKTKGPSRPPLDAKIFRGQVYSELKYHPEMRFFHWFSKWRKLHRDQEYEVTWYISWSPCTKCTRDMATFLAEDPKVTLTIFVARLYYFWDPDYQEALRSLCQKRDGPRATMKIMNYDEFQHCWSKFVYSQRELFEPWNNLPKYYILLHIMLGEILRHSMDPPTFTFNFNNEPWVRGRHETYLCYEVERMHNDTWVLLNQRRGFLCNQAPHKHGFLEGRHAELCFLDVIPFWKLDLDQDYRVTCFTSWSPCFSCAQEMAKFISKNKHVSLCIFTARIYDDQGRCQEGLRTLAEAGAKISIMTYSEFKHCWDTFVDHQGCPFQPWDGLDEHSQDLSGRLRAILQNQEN
TIM10 inh – growth inhibitors of isogenic TIM10 control yeast, primary screen, counter-screen for tim10-1 yeast inhibitor project, luminescence, uHTS; inhibition, % at 10 µM; AID 463195, 2010; S. cerevisiae TIM10 strain growth, BacTiter-Glo luminescence, 24 h; 330,000 tested, 1.4% active;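 active = inhibition of 40% or more at the single tested concentration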;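 also: wild-type TIM10 isogenic control strain grown at permissive 25 °C; 0% = DMSO yeast wells and 100% = minimal medium wells without yeast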
MIN6 prolif – inducers of MIN6 beta-cell proliferation, primary screen, ATP luminescence, uHTS; MIN6 cells proliferation, ATPlite luminescence, 48 h; cells starved in 0.2% serum; 100% = growth in 10% serum; AID 2380, 2010; proliferation, % at 10 µM; 330,000 tested, 0.29% active;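 active = compounds whose signal lies at least 3.5 SD above the mean of all wells on their plate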;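 also: 0% = DMSO-treated cells in low-serum medium and 100% = 10% serum control; some compounds called inactive have numbers as strong as hits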
* marks the source's active call; other numbers are inactive results.

SMILES	mIAP block	tim10-1 inh	hIAP inh	NALP3 yeast inh	mIAP act	A3A deaminase	APOBEC3G inh	TIM10 inh	MIN6 prolif
Cc1cccc(C(=O)NC(=S)NNC(=O)c2ccccc2Cl)c1	13	38	5	14	0.87	-3	3	13	-2
COc1ccccc1N1CC(C(=O)Nc2nnc(SCc3cccnc3)s2)CC1=O (stereo not given)	10	-5	19	6	0.9	0	-6	1	0
Cc1cc(NC(=O)CCC2CCCCC2)no1	-10	4	-2	19	1.1	-2	1	0	-4
CCc1nnc(NS(=O)(=O)c2ccc(NC(=S)NC(=O)c3ccc(Br)cc3)cc2)s1	17	33	-26	-8	0.83	-1	-3	8	1
O=C(c1ccc(S(=O)(=O)Nc2ccccc2F)cc1)N1CCN(c2ccccc2O)CC1	6	7	-4	22	0.94	0	-4	8	-1
Cc1cccc(NC(=O)Cc2coc3ccc4ccccc4c23)n1	-2	46*	26	17	1	3	0	31	0
CC(=O)C1=C(C)NC(=O)NC1c1ccccc1 (stereo not given)	7	0	6	13	0.93	-3	-4	7	0
CC(=O)Nc1nonc1NC(=O)COc1ccccc1	-6	12	-37	-6	1.1	3	-5	-8	2
O=C(NCc1csc(-c2ccccc2)n1)c1ccco1	-1	13	0	24	1	2	-4	5	-5
O=C(CSc1nnc(Cc2ccccc2)o1)Nc1ccc(N2CCOCC2)cc1	-3	-6	11	4	1	-2	-7	-3	-3
COc1ccc(C(=O)Nc2ccc(NC(=O)C3CCCCC3)nc2)cc1	-1	-32	-11	13	1	2	2	-12	-2
O=c1c2ccccc2nc(-c2ccc(Cl)cc2Cl)n1O	-6	-4	-39	34	1.1	-3	-6	-19	-1
CN(C)CCNC(=O)CN1C(=O)COc2ccc(C(C)(C)C)cc21	1	8	16	10	0.99	-6	-10	-1	-2
CC(C)CNC(=S)NC(=O)c1ccccc1Cl	-14	1	3	-39	1.1	-3	-6	-22	-2
Cc1ccc(CN2[C@@H](CC(C)C)COCCS2(=O)=O)cc1	2	19	5	-3	0.98	-1	-7	2	-2
COc1ccc(C(=O)NCc2ccncc2)cc1S(=O)(=O)N1CCOCC1	-6	1	-10	7	1.1	-4	-7	-1	-3
COC(=O)n1c(=O)oc2ccc(S(=O)(=O)N3CCCCC3)cc21	-1	-3	-23	-2	1	0	-1	10	1
CCOC(=O)C1CCN(C(=O)c2c(-c3ccccc3)noc2C)CC1	-5	-11	-20	13	1	1	-5	-12	-3
COCCn1c(N)c(C(=O)Nc2sc3c(c2C(=O)OC)CCCC3)c2nc3ccccc3nc21	17	11	16	24	0.83	-5	-12	13	-7
O=C(COc1ccccc1)NNc1nc2c(F)cc(F)cc2s1	6	-3	-76	-6	0.94	1	-1	12	0
O=C(NCc1nc2ccccc2[nH]1)c1c(F)c(F)c(F)c(F)c1F	-5	4	-24	-2	1	-2	3	0	-1
Cc1cccc(CN2CCC(CNC(=O)Cn3ncc4c([nH]c5ccccc54)c3=O)CC2)c1	-4	9	-18	11	1	1	-2	13	-7
OC1CCN(C(=S)Nc2ccc(Oc3ccccc3)cc2)CC1	1	11	1	11	0.99	-2	-4	11	-1
COc1cc(C2=NC(CO)(CO)CO2)cc(OC)c1OC	-1	7	-5	6	1	-4	-3	-33	0
CCC(CC)NCCOC(=O)c1ccc([N+](=O)[O-])cc1	-14	5	-9	11	1.1	3	1	-15	-2
(continued)
SMILES	mIAP block	tim10-1 inh	hIAP inh	NALP3 yeast inh	mIAP act	A3A deaminase	APOBEC3G inh	TIM10 inh	MIN6 prolif
CCOC1=NN(c2ccccc2)C(=O)/C1=C\N(C)C	0	4	1	5	1	-3	-8	-2	0
COc1ccc(CNC(=O)Cn2cc([N+](=O)[O-])nc2C)cc1	8	8	-2	-5	0.92	-4	-3	3	-1
CC1CCc2sc(NC(=S)NC(=O)c3ccccc3)c(C#N)c2C1 (stereo not given)	27	13	6	0	0.73	-2	-2	19	-2
COc1ccc(C(=O)NCc2ccc3[nH]c(C)cc3c2)cc1OC	-5	8	7	1	1.1	15	-12	-3	-1
CCOc1ccccc1C(=O)N/N=C/c1cccc2cccnc12	-1	30	-26	14	1	2	-1	18	-1
CSc1nc(NCC(C)O)c2c3c(sc2n1)CN(C)CC3 (stereo not given)	-12	18	7	16	1.1	2	-1	-3	3
COc1ccc(NC(=O)[C@H](C)NC(=O)C2CCN(S(=O)(=O)c3ccc(C)cc3)CC2)cc1	9	17	-37	7	0.91	-6	-7	-4	2
Cc1noc(C)c1CSc1nnc(-c2ccncc2)n1-c1cccc(Cl)c1C	-3	25	5	5	1	-5	-7	12	-2
O=C(COc1ccc([N+](=O)[O-])cc1Cl)N(C1CCCCC1)C1CCS(=O)(=O)C1 (stereo not given)	4	0	-2	11	0.96	-1	-9	0	-1
O=C(CSc1n[nH]c(-c2ccccc2)n1)Nc1ccc(Br)cn1	10	13	-9	8	0.9	2	-2	3	-3
O=C(C1=NN[C@@H]2C(=O)N(c3cccc(C(F)(F)F)c3)C(=O)[C@H]12)c1cnccn1	5	25	12	14	0.95	-1	-3	19	-1
COc1cc(OC)cc(C(=O)NC2CCN(CCCOc3ccccc3)CC2)c1	-4	-14	-16	4	1	0	-8	-6	-3
Cc1cc(F)ccc1S(=O)(=O)N1CCCOC1CNC(=O)C(=O)NCCN1CCOCC1 (stereo not given)	-3	11	-5	1	1	-4	-5	9	-2
CCOc1ccc2cc(C(=O)NCc3ccccc3)c(=N)oc2c1	5	15	11	8	0.95	-1	-4	14	-2
COC(=O)C1=C(N)OC2=C(C(=O)CC(C)(C)C2)C1c1cc2c(cc1Cl)OCO2 (stereo not given)	-3	20	-21	5	1	-1	-3	17	-2
O=C(Nc1ccc(Cl)cc1)c1nc[nH]c1C(=O)NCCCNC(=O)c1[nH]cnc1C(=O)Nc1ccc(Cl)cc1	15	-1	-105	6	0.85	-1	-5	12	-6
COc1ccccc1CNC(=O)C1CCN(S(=O)(=O)c2ccc3c(c2)C(C)(C)C(=O)N3C)CC1	5	13	-11	-10	0.95	-2	-3	3	-4
Cc1cc2c([nH]c3ccccc32)c2c1OC(C)(C)C=C2	22	63*	6	21	0.78	-3	-9	23	-5
CCOC(=O)c1ccc(CC2SC(N)=NC2=O)cc1 (stereo not given)	4	10	-12	0	0.96	-2	-10	11	-2
COc1ccccc1C(=O)N/C(=C\c1cn(S(=O)(=O)N(C)C)c2ccccc12)C(=O)N1CCOCC1	-3	-1	-5	10	1	-3	-6	3	2
Nc1ccc(Cl)c(S(=O)(=O)Nc2cccc(Cl)c2)c1	-10	1	-1	6	1.1	-5	-11	-14	-2
O=C(O)c1ccccc1NS(=O)(=O)c1cccc(-n2sc3ccccc3c2=O)c1	10	-3	0	25	0.9	6	78*	9	-3
CCOc1cccc2sc(N(CCCN(C)C)C(=O)Cc3ccccc3)nc12	-1	4	6	13	1	1	-1	-4	-4
CN(c1ccccc1)S(=O)(=O)c1ccc(NC(=O)C2CC2)cc1	-5	18	-2	-5	1.1	7	-3	25	-1
CO/N=C(\Cn1ncc(N2CCOCC2)c(Br)c1=O)c1ccc(Cl)cc1	0	6	3	18	1	2	11	-6	2
New compounds follow.
SMILES	mIAP block	tim10-1 inh	hIAP inh	NALP3 yeast inh	mIAP act	A3A deaminase	APOBEC3G inh	TIM10 inh	MIN6 prolif
CC(=O)C[C@@H](O)CC(=O)[C@@H]1OC(=O)CCCCCCCCc2ccccc21	-7	14	-8	8	1.1	-1	0	11	-3
Cn1c2c(c(=O)n(C)c1=O)C(C(F)(F)F)(C(F)(F)F)N=C(c1ccc(Cl)cc1)N2	9	61*	0	54*	0.91	-2	-6	33	-6
Cc1cc2c(c(=O)n1CC1CCCO1)C(c1ccco1)C(C#N)=C(N)O2 (stereo not given)	4	9	8	14	0.96	-2	-7	-5	0
CC(=O)/C=C\c1cn(-c2ncc(C(F)(F)F)cc2Cl)c2ccccc12	9	25	9	10	0.91	-3	-5	7	-4
CCOc1ccc(C(CC(=O)O)NC(=O)C23CC4CC(CC(C4)C2)C3)cc1 (stereo not given)	4	7	9	-12	0.96	0	-7	-3	-1
N#C/C(C(=O)c1ccccc1)=C1/CCCCCN1	5	11	11	8	0.95	-3	-4	0	-2
CCn1cc(CN2CCC(n3nccc3NC(=O)CCc3ccccc3)CC2)cn1	-11	4	7	12	1.1	-5	-2	-10	-3
COc1ccc(N(CC(=O)NCCSc2ccccc2)S(C)(=O)=O)cc1	5	11	-8	11	0.95	1	-8	-12	3
